FAS-TE inh: blocks the thioesterase domain of human fatty acid synthase. P49327. recombinant FAS-TE, OMFH fluorogenic substrate, fluorescence endpoint. inhibition, % at 15 µM. 0.67% of 360,000 active;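 active = compounds whose normalised, plate-corrected inhibition of enzyme fluorescence in the single-dose primary screen is 50% or more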;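 also: 0% = DMSO with enzyme and 100% = substrate without enzyme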
CendR NRP1 mod: NRP-1/CendR interaction modulation; inhibition, % at 25 µM; AID 602438; FAM-RPARPAR peptide binding to NRP-1, fluorescence polarization; 0.85% of 360,000 active; O14786;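 active = inhibition or corrected inhibition above about 18%, plus a signal ratio from 0.5 to 1.5, limit read from the data, passing the limit was not always enough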; also: strong numbers were not always called active
Neddylation inh: cullin neddylation inhibition; P61081+Q13564; TR-FRET cullin neddylation, biochemical; calls only at 25 µM; 0.58% of 360,000 active; AID 651699; in the data active = inhibition above about 36%
Target sequence (P61081 whole entry, looked up): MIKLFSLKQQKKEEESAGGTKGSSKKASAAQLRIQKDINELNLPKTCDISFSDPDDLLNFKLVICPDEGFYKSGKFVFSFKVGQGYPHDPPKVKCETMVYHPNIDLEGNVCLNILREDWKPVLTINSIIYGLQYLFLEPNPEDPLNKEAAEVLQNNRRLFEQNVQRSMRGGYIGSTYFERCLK
Target sequence (Q13564 whole entry, looked up): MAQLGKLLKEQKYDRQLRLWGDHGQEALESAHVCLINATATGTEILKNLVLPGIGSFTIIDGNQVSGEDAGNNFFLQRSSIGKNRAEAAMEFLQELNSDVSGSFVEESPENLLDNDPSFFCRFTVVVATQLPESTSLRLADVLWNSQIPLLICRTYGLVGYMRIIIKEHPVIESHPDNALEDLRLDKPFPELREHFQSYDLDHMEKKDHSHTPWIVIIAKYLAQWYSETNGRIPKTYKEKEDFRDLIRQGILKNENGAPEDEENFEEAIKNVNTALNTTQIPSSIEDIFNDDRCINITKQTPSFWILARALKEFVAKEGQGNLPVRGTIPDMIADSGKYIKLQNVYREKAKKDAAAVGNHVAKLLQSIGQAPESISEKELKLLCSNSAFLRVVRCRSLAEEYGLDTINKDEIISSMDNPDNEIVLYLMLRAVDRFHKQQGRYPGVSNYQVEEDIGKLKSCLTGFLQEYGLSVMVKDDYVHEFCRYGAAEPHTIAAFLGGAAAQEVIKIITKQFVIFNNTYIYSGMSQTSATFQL
MLLE-PAM2 inh: inhibitors of microRNA-mediated deadenylation, human PABP1 MLLE binding | P11940 | GST-MLLE / FITC-PAM2 fluorescence polarization | inhibition, % at 20 µM | 0.36% of 360,000 active | AID 588489; in the data active = inhibition above about 35%, passing the limit was not always enough;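 also: plate controls were DMSO wells with GST-MLLE for no effect and wells lacking GST-MLLE protein for full effect; some results filed as inactive read as strong as hits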
eLon inh: E. coli protease La inhibition | P0A9M0 | purified E. coli Lon protease, fluorescence polarization | inhibition, % at 7.94 µM | 0.42% of 360,000 active | AID 602123; in the data active = inhibition above about 13%, passing the limit was not always enough;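 also: 0% = enzyme with probe and DMSO and 100% = no enzyme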
MT1-MMP act inh: blocks activation of human MT1-MMP; HT1080 RFP-PRO-GFP cells, GFP/RFP ratio fluorescence, overnight; percent of plate control window, DMSO zero; GFP/RFP ratio change, % at 20 µM; 0.061% of 360,000 active;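 active = GFP/RFP ratio change of at least 30% with cell ATP level not reduced by more than half and red fluorescence within 50% of control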; also: strong numbers were not always called active
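Material: RFP-PRO-GFP reporter HT1080 cells. Dosing: single-point 20 µM compound, 1% DMSO. Controls: DMSO and RFP-L50D-GFP cell wells. Timing: cells overnight before dosing, compound overnight, 37 °C, 5% CO2. Measure: GFP/RFP fluorescence ratio.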
Rin1-Abl PPI inh: inhibitors of human Rin1-Abl protein interaction | P00519+Q13671 | TR-FRET Rin1/Abl binding, biochemical | inhibition, % at 7.35 µM | 0.4% of 360,000 active; in the data active = inhibition above about 5%, passing the limit was not always enough
SKN-1 block: blocks SKN-1 activity in C. elegans. AID 624304. inhibition, % at 21.8 µM. 0.49% of 360,000 active. C. elegans VP596 Pgst-4::GFP/RFP ratio, acrylamide-induced, 24 h;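 active = interference check ratio from 0.5 to 1.5 plus GFP to RFP signal ratio inhibition reaching or exceeding a fixed threshold, cut at about 30% in these data, passing the limit was not always enough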; also: some compounds called inactive have numbers as strong as hits
MsrA act: activators of bovine methionine sulfoxide reductase A. activation, % at 10.6 µM. 0.3% of 360,000 active. purified bovine MsrA, absorbance read-out; in the data active = activation above about 7.5%;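 also: 0% = vehicle and 100% = reference activator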
Starred values were filed as active, the others as inactive; i = inactive; + = active, no number.

SMILES	FAS-TE inh	CendR NRP1 mod	Neddylation inh	MLLE-PAM2 inh	eLon inh	MT1-MMP act inh	Rin1-Abl PPI inh	SKN-1 block	MsrA act
CCC(C(=O)Nc1ccc2[nH]ncc2c1)c1ccccc1 (configuration not stated)	-17	0	i	-7	10	-1	-2	14	-2
C=C(C)CN(CC)C(=O)Cn1cnc2c(oc3ccccc32)c1=O	-3	0	i	6	-8	-2	2	0	-5
COCc1cc(C)nc2sc(C(=O)OC)c(N)c12	-7	-2	+	9	-5	3	0	0	0
COc1ccc(CCC(=O)Nc2cc3c4c(c2)CC(=O)N4CCC3)cc1	-2	3	i	2	4	-4	1	-3	-3
O=C(NCC(=O)N1CCCC(C(F)(F)F)C1)c1cccs1 (configuration not stated)	-2	-18	i	6	4	1	3	17	-1
COc1ccc(-c2n[nH]c(C)c2-c2ccc(Cl)cc2)c(O)c1OC	4	-3	i	-6	6	-4	-5	12	-1
Cc1nc2ccccn2c1C(=O)NCc1cccnc1	-8	2	i	-1	3	2	1	-1	-3
CN(C)CC(C)(C)CNC(=O)c1cc(Br)cc(Br)c1O	-7	9	i	13	1	3	0	0	-6
CCOC(=O)Cn1ncn(-c2ccc(OC(F)(F)F)cc2)c1=O	-2	-7	i	11	-7	4	-2	-12	2
COc1cccc(C(=O)OCC(=O)NCCc2ccccc2)c1OC	18	0	i	11	-3	3	-2	6	-4
Cc1ccc2ccccc2c1NC(=O)Cn1nnc(-c2cccnc2)n1	-4	-3	i	-11	-5	-4	1	-5	-8
Cc1cccc(N(CC(=O)NCc2ccco2)C(=O)CCC(=O)Nc2nccs2)c1	-5	-1	i	8	10	-3	1	2	-2
C=CCn1c(COc2cccc3cccnc23)nnc1SCC(=O)O	-7	-2	i	-23	-10	0	2	7	-2
Cc1nn(-c2ccccc2)c(C)c1C(=O)OCC(=O)Nc1ccccc1	1	26*	i	4	-6	-2	2	10	-5
O=C(NCCC1=CCCCC1)C(=O)NCC(c1ccco1)N1CCN(c2ccccc2F)CC1 (configuration not stated)	19	-3	i	-1	3	-2	-3	-18	-5
CCCCn1c(N)c(N(CCOC)C(=O)Cn2c(=O)cnc3ccccc32)c(=O)[nH]c1=O	-5	2	i	-55	0	-2	-3	7	-2
O=C(CSc1nnc(-c2ccccc2)n1-c1ccc(Cl)cc1)N/N=C/c1ccco1	-4	-21	i	-16	7	4	-1	0	-1
COc1ccc(NS(=O)(=O)c2cc(C(=O)N3CCCCCC3)ccc2C)cc1	-3	-15	i	-9	-12	0	5	13	-2
Cc1csc(CN(C)C(=O)CC2C(=O)NCCN2Cc2ccc(Cl)c(F)c2)n1 (configuration not stated)	3	9	i	2	-10	-1	-4	14	0
COc1ccc(NC(=O)CN(C)C(=O)CCCc2nc3ccccc3s2)cc1	-6	19	i	11	-4	1	-2	-8	-3
Cc1ccc(NC(=O)CCOc2ccccc2)cc1S(=O)(=O)Nc1ccccc1Cl	22	-2	i	10	3	0	-2	3	-2
O=C(NCCc1nc(-c2ccccc2)no1)c1ccco1	-8	4	i	16	-2	0	2	3	0
Cc1csc(SCC(=O)NCCc2ccc(Cl)cc2)n1	-7	-5	i	4	-1	2	0	11	-1
CN(C)CCNc1ncnc2c1ncn2[C@H]1CN(Cc2cccnc2)C[C@@H](CO)O1	-11	-2	i	10	8	4	-1	10	-2
C=CCNC(=S)NNc1nc2sc3c(c2c(=O)[nH]1)CC(C)(C)OC3	-3	10	i	-49	-3	6	2	4	-3

For reference, part of the list above.
SMILES	FAS-TE inh	CendR NRP1 mod	Neddylation inh	MLLE-PAM2 inh	eLon inh	MT1-MMP act inh	Rin1-Abl PPI inh	SKN-1 block	MsrA act
COc1cccc(C(=O)OCC(=O)NCCc2ccccc2)c1OC	18	0	i	11	-3	3	-2	6	-4
Cc1ccc2ccccc2c1NC(=O)Cn1nnc(-c2cccnc2)n1	-4	-3	i	-11	-5	-4	1	-5	-8
Cc1cccc(N(CC(=O)NCc2ccco2)C(=O)CCC(=O)Nc2nccs2)c1	-5	-1	i	8	10	-3	1	2	-2
C=CCn1c(COc2cccc3cccnc23)nnc1SCC(=O)O	-7	-2	i	-23	-10	0	2	7	-2
Cc1nn(-c2ccccc2)c(C)c1C(=O)OCC(=O)Nc1ccccc1	1	26*	i	4	-6	-2	2	10	-5
O=C(NCCC1=CCCCC1)C(=O)NCC(c1ccco1)N1CCN(c2ccccc2F)CC1 (configuration not stated)	19	-3	i	-1	3	-2	-3	-18	-5
CCCCn1c(N)c(N(CCOC)C(=O)Cn2c(=O)cnc3ccccc32)c(=O)[nH]c1=O	-5	2	i	-55	0	-2	-3	7	-2
O=C(CSc1nnc(-c2ccccc2)n1-c1ccc(Cl)cc1)N/N=C/c1ccco1	-4	-21	i	-16	7	4	-1	0	-1
COc1ccc(NS(=O)(=O)c2cc(C(=O)N3CCCCCC3)ccc2C)cc1	-3	-15	i	-9	-12	0	5	13	-2
Cc1csc(CN(C)C(=O)CC2C(=O)NCCN2Cc2ccc(Cl)c(F)c2)n1 (configuration not stated)	3	9	i	2	-10	-1	-4	14	0
COc1ccc(NC(=O)CN(C)C(=O)CCCc2nc3ccccc3s2)cc1	-6	19	i	11	-4	1	-2	-8	-3
Cc1ccc(NC(=O)CCOc2ccccc2)cc1S(=O)(=O)Nc1ccccc1Cl	22	-2	i	10	3	0	-2	3	-2
O=C(NCCc1nc(-c2ccccc2)no1)c1ccco1	-8	4	i	16	-2	0	2	3	0

The listing continues.
SMILES	FAS-TE inh	CendR NRP1 mod	Neddylation inh	MLLE-PAM2 inh	eLon inh	MT1-MMP act inh	Rin1-Abl PPI inh	SKN-1 block	MsrA act
Cc1cc(C(=O)N2CCCC(N3CCN(c4ccccc4C)CC3)C2)nc(C)n1 (configuration not stated)	-3	10	i	8	-5	1	1	4	-4
C[C@@H]1CCC[C@]2(O[C@H](CCO)C[C@@H](O)[C@@H]2O)O1	-13	0	i	-6	-3	-4	0	3	0
O=C(NCc1ccc2c(c1)OCO2)c1cccc(S(=O)(=O)N2CCOCC2)c1	-7	5	i	2	-10	1	1	-23	-12
O=C(Oc1ccc(N(Cc2cccs2)C2=NS(=O)(=O)c3ccccc32)cc1)c1ccccc1F	42	-18	i	10	3	0	-4	5	-6
CCCc1c(OCCCCc2nn[nH]n2)ccc(C(C)=O)c1O	-2	-4	i	2	-4	2	-5	-7	-2
Cc1cccc(N2CCN(CC(=O)Nc3ccccc3[N+](=O)[O-])CC2)c1C	26	3	i	-1	-6	8	5	10	-10
Cc1ccccc1NC1=NC2(CCCC2)N=C(N)N1	-6	4	i	6	2	1	1	4	-1
CCN1N=C(c2cc(Cl)sc2Cl)CSC1=O	10	-4	i	-2	-7	-1	4	13	-1
CC(C)(C)OC(=O)N1CCCC(C(=O)Nc2cccc(C(=O)NCCCCc3ccccc3)c2)C1 (configuration not stated)	10	2	i	-5	-9	-1	-3	-3	0
Cc1cc(/C(=N/O)C(C)(C)NO)ccc1Cl	-9	-10	i	-2	2	14	-2	7	-3
NC(=O)CCC(NC(=O)c1ccc(Cl)cc1)C(=O)NCCc1ccc2c(c1)OCCO2 (configuration not stated)	-7	-8	i	-12	-7	0	1	15	-1
O=C(O)c1cc(C(F)(F)F)nc2c(C(F)(F)F)cccc12	0	-6	i	3	-1	-3	4	1	-2
O=S1(=O)CC(O)C(NCc2cccnc2)C1 (configuration not stated)	-8	6	i	-1	4	4	2	-12	-13
CCOC(=O)c1ccc(NC(=O)Nc2ncccc2C)cc1	-12	-3	i	-15	12	1	0	-9	-7
COc1ccc2c(=O)c3c(=O)n(Cc4ccco4)c(-c4cc(OC)c(OC)c(OC)c4)nc3oc2c1	0	2	i	5	-5	-1	-2	-17	-13
CC(C)(C)c1cc2nc(NCCOc3ccccc3)ccn2n1	2	3	i	0	-5	5	6	3	-5
CCc1ccc(OCC(=O)Nc2ccc(S(=O)(=O)N3CCCC3)cc2)c(Br)c1	12	10	i	3	0	2	2	14	0
CCSC(C)CC1C/C(=N/O)c2c(C)noc2C1 (configuration not stated)	-2	15	i	-8	-6	2	-5	2	1
O=C(NN=Cc1ccc(F)cc1)C1CC1	-6	1	i	-8	-9	-1	3	4	-2
O=C(Nc1cccc(S(=O)(=O)N2CCCCC2)c1)C1CC1	-6	4	i	7	3	4	-1	-7	-2
Cc1ccc(Oc2cc(NN3CCCCC3)c([N+](=O)[O-])cc2[N+](=O)[O-])c(Cl)c1	34	1	i	-11	-3	8	1	18	-1
Cc1[nH]c(=O)[nH]c(=O)c1NC(=O)c1sc2nc3c(C)cccc3cc2c1N	-8	-50	i	-13	-7	-15	-5	12	-3
CCOC(=O)NC1(C(F)(F)F)C(=O)N(Cc2ccccn2)C2=C1C(=O)CC(C)(C)C2 (configuration not stated)	-9	-2	i	8	-5	-4	-5	-12	-8
